# SENP7 inh = SENP7 protease inhibition. Q9BQF6. recombinant SENP7, Z-RLRGG-aminoluciferin luminescence, 40 min. inhibition, % at 5 µM. 1.5% of 330,000 active. AID 434973;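 active means inhibition above about 50% at the single test dose, limit read from the data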;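 further: plate controls were DMSO with enzyme for no effect and no enzyme buffer wells for full effect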
# HKDC1 inh = blocks human hexokinase HKDC1 activity | Q2TB90 | recombinant HKDC1, G6PDH/diaphorase resazurin coupled fluorescence | inhibition, % at 20 µM | 0.16% of 340,000 active | AID 493160;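 active means inhibition above about 35% when tested at 20 µM, limit read from the data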;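 further: plate controls were DMSO wells with enzyme for no effect and DMSO wells lacking enzyme for full effect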
#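 Test system: Recombinant HKDC1 (HK5) hexokinase enzyme, produced in-house | Input: HKDC1 at 5 µg/mL | Buffer or medium: Tris pH 8.0 buffer with MgCl2, Tween-20, BSA, BME | Schedule: 90 min reaction incubation at room temperature, dark | Technique: Resazurin-to-resorufin fluorescence via G6PDH and diaphorase coupling, 525/613 nm | Controls: DMSO wells with and without enzyme mix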
# SENP8 block-1 = blocks the human protease SENP8; AID 2540; Q96LD8; inhibition, % at 10 µM; purified SENP8, Z-RLRGG-aminoluciferin cleavage, luminescence; 1.2% of 330,000 active; in the data active means inhibition above about 50%
# SENP1 inh = SENP1 (human) catalytic domain inhibition | AID 624204 | inhibition, % at 10 µM | Q9P0U3 | recombinant SENP1 catalytic domain, CyPet-SUMO1-YPet FRET cleavage | 0.21% of 360,000 active;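 active means inhibition at least 30% at 10 µM, raw YFP signal under a set limit, fluorescence ratio 0.5 to 1.5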;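 further: 0% = enzyme with DMSO and 100% = no enzyme wells; some results filed as inactive read as strong as hits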
#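 Test system: recombinant human SENP1 catalytic domain, His6-tagged / Medium: pH 8 Tris buffer with EDTA, NaCl, BME, BSA, NP40, catalase / Also added: SUMO1 FRET substrate flanked by Cypet and Ypet, 25 nM / Times: 50 min reaction at room temperature / Signal: FRET, CFP and YFP emission / Control set: no-enzyme low control and enzyme-plus-DMSO high control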
# SENP6 block = blocks the human protease SENP6. inhibition, % at 10 µM. 1.8% of 330,000 active. Q9GZR1. Recombinant SENP6 catalytic domain, aminoluciferin luminescence;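 active means inhibition above about 50% at the single tested dose, limit read from the data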;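 further: plate controls were DMSO wells with enzyme for no effect and DMSO wells lacking enzyme for full effect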
# SENP8 block-2 = SENP8 (human) protease inhibition. Q96LD8. inhibition, % at 20 µM. AID 602440. 0.64% of 360,000 active. recombinant SENP8, Nedd8 substrate fluorescence; in the data active means inhibition mostly above about 40%, no sharp cut-off; inactive means mostly below about 27%
# Apaf-1 inh = inhibitors of human Apaf-1 apoptosome | O14727 | reconstituted apoptosome caspase-3 activity, DEVD-Rh110 fluorescence | inhibition, % at 20 µM | 0.71% of 330,000 active | AID 489030; active means inhibition of at least 40% at 20 µM;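 further: plate controls were DMSO wells for no effect and DEVD-CHO caspase inhibitor wells for full effect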
# Target sequence (O14727 whole entry, looked up): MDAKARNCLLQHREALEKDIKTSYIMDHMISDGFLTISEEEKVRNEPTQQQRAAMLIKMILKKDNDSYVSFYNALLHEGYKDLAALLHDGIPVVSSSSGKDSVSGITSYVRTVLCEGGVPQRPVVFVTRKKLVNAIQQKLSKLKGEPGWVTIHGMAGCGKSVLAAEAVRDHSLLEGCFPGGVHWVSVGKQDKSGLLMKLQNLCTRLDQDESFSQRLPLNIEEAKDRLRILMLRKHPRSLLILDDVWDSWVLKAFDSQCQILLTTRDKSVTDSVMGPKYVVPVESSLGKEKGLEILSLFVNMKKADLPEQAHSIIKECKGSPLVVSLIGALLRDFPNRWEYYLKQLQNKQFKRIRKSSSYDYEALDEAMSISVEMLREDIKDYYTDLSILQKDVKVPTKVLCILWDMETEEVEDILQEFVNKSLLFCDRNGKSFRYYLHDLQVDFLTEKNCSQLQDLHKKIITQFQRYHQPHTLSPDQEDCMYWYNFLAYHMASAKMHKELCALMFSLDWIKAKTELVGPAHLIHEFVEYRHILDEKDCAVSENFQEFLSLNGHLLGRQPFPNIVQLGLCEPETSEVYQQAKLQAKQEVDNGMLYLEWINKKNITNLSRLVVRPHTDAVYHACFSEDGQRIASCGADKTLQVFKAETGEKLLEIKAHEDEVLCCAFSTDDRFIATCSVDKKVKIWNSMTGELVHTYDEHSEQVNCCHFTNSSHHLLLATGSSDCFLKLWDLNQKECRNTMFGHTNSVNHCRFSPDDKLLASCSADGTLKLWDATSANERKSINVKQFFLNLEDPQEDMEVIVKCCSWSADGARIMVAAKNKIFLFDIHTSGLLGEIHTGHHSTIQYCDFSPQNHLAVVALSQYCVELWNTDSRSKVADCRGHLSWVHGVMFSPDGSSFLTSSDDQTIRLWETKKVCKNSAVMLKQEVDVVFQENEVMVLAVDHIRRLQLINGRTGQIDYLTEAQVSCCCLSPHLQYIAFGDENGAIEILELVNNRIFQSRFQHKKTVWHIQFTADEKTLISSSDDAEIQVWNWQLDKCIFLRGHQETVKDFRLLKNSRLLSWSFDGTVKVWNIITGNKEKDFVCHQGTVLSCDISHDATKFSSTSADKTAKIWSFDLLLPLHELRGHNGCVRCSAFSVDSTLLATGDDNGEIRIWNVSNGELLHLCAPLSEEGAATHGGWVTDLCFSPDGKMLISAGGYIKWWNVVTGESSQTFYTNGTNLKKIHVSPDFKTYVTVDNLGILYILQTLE
#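 Material: biochemical Apaf-1 apoptosome reconstitution. Medium: Hepes buffer, pH 7.5. Also added: cytochrome c activation, bis-DEVD rhodamine 110 substrate. Timing: 30 min compound preincubation, 50 min activation, room temperature. Measured by: rhodamine 110 fluorescence at Ex 480/Em 540 nm.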
# PfG6PD inh = PfG6PD (Plasmodium falciparum) enzyme inhibition; PfGluPho enzyme, NADPH resazurin-diaphorase fluorescence; AID 504690; inhibition, % at 20 µM; 0.78% of 350,000 active;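 active means inhibition reaching at least a set limit at 20 µM in the primary screen, cut at about 59% in these data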;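 further: 0% = DMSO wells with substrate and 100% = DMSO wells lacking glucose-6-phosphate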
# NALP3 yeast inh = NALP3 inhibition in yeast; Yeast reconstituted NLRP3/ASC/caspase-1, beta-gal luminescence, 24 h; inhibition, % at 10 µM; 0.39% of 330,000 active;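 active means inhibition of 50% or more; inactive means inhibition below 50%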;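 further: plate controls were induced DMSO wells for no effect and uninduced yeast grown without galactose for full effect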
# Starred values were filed as active, the others as inactive; · = no result given.
SMILES	SENP8 block-1	SENP8 block-2	NALP3 yeast inh	SENP1 inh	SENP6 block	PfG6PD inh	HKDC1 inh	SENP7 inh	Apaf-1 inh
O=C(Cc1ccc([N+](=O)[O-])cc1)NCc1cccnc1	-5	36	11	2	1	0	-8	0	-6
CC(=O)NCCN=Cc1sc2ccccc2c1O	-1	-63	-6	-157	-18	-21	4	5	6
Cc1nc(C)c(CCNC(=O)c2ccccc2Br)s1	4	20	11	-2	5	5	-4	9	-5
O=C(Nc1ccccn1)c1ccc(Cl)c(S(=O)(=O)N2CCOCC2)c1	-4	5	16	2	-8	-12	-8	10	4
CCOC(=O)/C(=N\Nc1ccc(Cl)cc1)Sc1nnc(-c2ccc(OC)cc2)n1C	-8	8	3	0	-16	0	-6	-2	-2
COC(=O)c1sc(NC(=O)Cc2cccs2)nc1C	-15	18	22	-2	19	-6	7	-12	2
Cc1ccc(C(=O)N2N=C3c4ccccc4S(=O)(=O)N3[C@H]2N(C)C)cc1	-2	12	13	-1	-5	-11	-5	0	-3
CCN(CC)S(=O)(=O)c1cc(C(=O)OCC(=O)NC2CCCc3ccccc32)ccc1C (stereo not given)	-4	1	-15	-2	-5	-19	5	-3	17
O=C(Cc1ccc(Br)cc1)Nc1ccc(S(=O)(=O)Nc2ncccn2)cc1	-3	1	13	-1	-4	-16	-6	7	-7
CCN(CC(=O)Nc1c(F)cccc1F)C(=O)c1ccc(S(=O)(=O)N(CC)c2ccccc2)cc1	·	8	·	0	·	-8	-4	·	·
COc1ccc(S(=O)(=O)N2CCC(C(=O)NC3CCCCC3)CC2)cc1OC	8	11	5	0	-11	-5	-4	-2	6
CC1CCN(S(=O)(=O)c2cc(C(=O)NC3(C)CCS(=O)(=O)C3)ccc2Br)CC1 (stereo not given)	-13	10	12	-1	-13	3	2	-19	1
Cc1ccc(S(=O)(=O)N(C)C)cc1NC(=S)NCCc1ccccn1	0	8	-2	0	-4	-11	0	-5	-6
Cc1ccc(NS(=O)(=O)c2ccc3c(c2)NC(=O)C(C)C(=O)N3)cc1C (stereo not given)	3	9	6	0	-12	15	-2	13	8
CC(C)Oc1ccc(-c2cc(=O)[nH]c(=O)[nH]2)cc1	-3	17	20	1	-2	-6	-7	1	-4
CCCCS(=O)(=O)N1CCCC(C(=O)Oc2ccccc2)C1 (stereo not given)	5	16	9	-1	-5	12	-4	4	0
O=C(NCCN1CCOCC1)c1ccc(NS(=O)(=O)c2cccc([N+](=O)[O-])c2)cc1	-6	3	-1	3	-3	-17	-4	-9	0
COc1ccc(N2C(=O)CSC23CCCCC3)cc1	-7	15	-1	-1	4	5	-7	-5	2
COc1cc(S(C)=O)ccc1-c1nc2ncccc2[nH]1 (stereo not given)	3	-387	6	0	-3	-16	4	-2	-12
Cc1sc(N)nc1-c1c(C)n(C)c2ccccc12	4	4	13	-1	2	7	-2	1	8

# Entries of single compounds as entered above:
# `CC(C)Oc1ccc(-c2cc(=O)[nH]c(=O)[nH]2)cc1` across the screens: SENP8 block-1 = -3; SENP8 block-2 = 17; NALP3 yeast inh = 20; SENP1 inh = 1; SENP6 block = -2; PfG6PD inh = -6; HKDC1 inh = -7; SENP7 inh = 1; Apaf-1 inh = -4
# `O=C(Nc1ccccn1)c1ccc(Cl)c(S(=O)(=O)N2CCOCC2)c1` across the screens: SENP8 block-1 = -4; SENP8 block-2 = 5; NALP3 yeast inh = 16; SENP1 inh = 2; SENP6 block = -8; PfG6PD inh = -12; HKDC1 inh = -8; SENP7 inh = 10; Apaf-1 inh = 4
# `CCN(CC)S(=O)(=O)c1cc(C(=O)OCC(=O)NC2CCCc3ccccc32)ccc1C` (stereo not given) across the screens: SENP8 block-1 = -4; SENP8 block-2 = 1; NALP3 yeast inh = -15; SENP1 inh = -2; SENP6 block = -5; PfG6PD inh = -19; HKDC1 inh = 5; SENP7 inh = -3; Apaf-1 inh = 17

# Single values from above.
# Result of `O=C(NCCN1CCOCC1)c1ccc(NS(=O)(=O)c2cccc([N+](=O)[O-])c2)cc1` in SENP8 block-1: -6
# Result of `CC1CCN(S(=O)(=O)c2cc(C(=O)NC3(C)CCS(=O)(=O)C3)ccc2Br)CC1` (stereo not given) in PfG6PD inh: 3

# The results go on:
SMILES	SENP8 block-1	SENP8 block-2	NALP3 yeast inh	SENP1 inh	SENP6 block	PfG6PD inh	HKDC1 inh	SENP7 inh	Apaf-1 inh
O=C(CCCCn1c(=O)[nH]c2ccccc2c1=O)NC1CCN(Cc2ccccc2)CC1	-10	9	14	3	-13	-7	-7	11	7
O=C(/C=C/c1ccco1)NCc1ccccn1	-3	-8	2	-5	-1	32	-10	-1	-16
OCC1(CC2CCCCO2)CCN(C/C=C/c2ccccc2)CC1 (stereo not given)	2	1	11	-2	8	13	-12	5	1
COCc1cc(=O)[nH]c(Sc2c(-c3ccccc3)c3ccc(Cl)cc3[nH]c2=O)n1	-1	-2	5	-2	0	-21	2	7	-49
CC1Oc2ccccc2N(CC(=O)N(Cc2ccccc2)Cc2ccccn2)C1=O (stereo not given)	-3	14	15	1	5	-5	-14	3	-4
CC(C)(CCl)C(=O)Nc1ccnc(-c2ccncc2)n1	-5	6	4	0	17	7	-5	2	-7
Cc1noc(C)c1CN(C(=S)NC(C)C)c1ccccc1	3	9	7	0	12	4	-14	5	-25
C=CCn1c(CNS(=O)(=O)c2ccc(Br)cc2)nnc1SC	1	8	14	2	1	-8	1	6	5
CCC(=NCCc1ccccc1)C1=C(O)CCC1=O	-5	14	21	-1	-6	-7	-6	7	1
O=C1C2C(c3ccccc3)C=CC(c3ccccc3)C2C(=O)N1c1cccnc1 (stereo not given)	-1	-4	0	2	-6	1	1	3	22
CCOC(=O)c1cc2c(=O)n3cccc(C)c3nc2n(CC(C)C)c1=NC(=O)c1ccco1	-13	-406	5	-34	-28	3	-5	-5	9
COc1ccc(OC)c(C2SCCN2S(C)(=O)=O)c1 (stereo not given)	6	12	-6	1	-6	1	-4	6	-7
CCOC(=O)c1c(-c2ccccc2)csc1NC(=O)CSc1nc(N)cc(N)n1	1	32	5	1	-14	0	-4	3	0
COCCn1c(=N)c(S(=O)(=O)c2ccc(F)cc2)cc2c(=O)n3ccccc3nc21	-6	-344	13	-36	5	5	1	-7	-1
O=C(CN1C(=O)c2ccccc2C1=O)Nc1ccc(S(=O)(=O)N2CCOCC2)cc1	-2	8	2	2	4	3	-8	8	1
c1ccc2c(c1)oc1c(Nc3ccc4c(c3)OCCO4)ncnc12	85*	-97	12	-22	92*	11	13	92*	-7
Cc1cc(C2=NNC(=NC3CC3)SC2)c(C)n1-c1ccccc1	·	-28	·	-4	·	22	-28	·	·
O=C(Nc1ccc(F)c(Cl)c1)N1CCCC1	2	3	0	-4	8	5	-14	-1	-10
C(=N\n1cnnc1)/c1cccn1-c1ccccc1	5	6	-6	3	3	-20	-3	7	9
Cc1ccc(C(=O)N/C(=C\c2ccccc2)C(=O)NCc2cccnc2)cc1	6	11	-12	-1	-4	2	-4	-4	-3

SMILES	SENP8 block-1	SENP8 block-2	NALP3 yeast inh	SENP1 inh	SENP6 block	PfG6PD inh	HKDC1 inh	SENP7 inh	Apaf-1 inh
O=C(NCC1CCCO1)c1ccc(NS(=O)(=O)c2ccccc2)cc1 (stereo not given)	-8	2	9	-1	-10	-6	-5	-9	6
Clc1ccc(C2CSc3c4ncnc-4ncn32)cc1 (stereo not given)	1	2	10	0	-24	-9	0	0	-13
Nc1nc(NCc2cccs2)nn1-c1ccccc1	0	19	12	1	-1	0	0	5	5
COC(=O)C1=C(C(=O)OC)[C@@H]2N(C)c3ccccc3[C@@]23C[C@@H](C(=O)OC)N(C(=O)C2CCC2)C3=N1	2	19	24	1	-2	21	4	1	15
COc1cc2cc(CN(Cc3cccnc3)C(=O)Nc3ccccc3)c(=O)[nH]c2cc1OC	-4	-421	24	1	-1	0	-5	-2	1
CN(C)/C=C(\C#N)C(=O)c1cccnc1Oc1cccc(F)c1	6	16	14	1	-3	-8	-12	6	-4
O=C(COC(=O)COc1ccccc1)NCCc1ccccc1	-3	6	12	5	5	-7	-5	3	-1
CCc1nn(CC(=O)Nc2ccc(Br)c(C)c2)c(=N)s1	-6	12	17	1	-11	-4	-6	2	8
CC(=O)N1CC=C2C(C#N)=C(N)C(C#N)(C#N)C(C)C2C1 (stereo not given)	-7	-180	-5	-76	-16	-1	2	-96	7
O=C(CSc1nnc(Nc2ccccc2)s1)NCC1CCCO1 (stereo not given)	-6	1	-7	1	9	3	-4	-2	-2
CC1CCCCC1NC(=O)c1ccc(N2CCCC2=O)cc1 (stereo not given)	-6	20	-7	1	3	1	-9	-4	-13
CCN(CC)S(=O)(=O)c1cccc(C(=O)NCC(c2ccccc2)N(C)C)c1 (stereo not given)	-6	10	34	2	-5	-10	10	-6	1
COc1ccc(C(=O)OCC(=O)c2ccc3c(c2)NC(=O)CO3)cc1OC	5	-3	7	0	0	7	1	-2	-19
O=C(CSc1nnc(NC2CCCCC2)s1)Nc1ccc2c(c1)C(=O)c1ccccc1C2=O	2	14	28	-4	-1	2	-1	6	16
O=C(CCN1C(=O)C2C3CC(C(Br)C3Br)C2C1=O)OCC(=O)c1ccccc1 (stereo not given)	-6	13	8	1	12	-13	-7	-3	0
CC1CCCC(=NNc2ccc3ccccc3n2)C1 (stereo not given)	·	-453	·	-15	·	7	11	·	·
CN(C)c1ccc(S(=O)(=O)N2CCCCC2)cc1NC(=O)CCNC(=O)c1ccccc1Cl	·	8	·	-8	·	0	-8	·	·
COc1ccc(NC(=O)NNS(=O)(=O)c2cc(C)ccc2C)cc1OC	4	4	2	0	-2	10	-6	10	1
CC(OC(=O)C1CC(=O)N(Cc2ccco2)C1)C(=O)Nc1cccc(C#N)c1 (stereo not given)	-3	9	-9	-1	7	7	-6	1	1
COc1ccc(CCNC(=O)CCS(=O)(=O)c2ccc3c(c2)CCN3C(C)=O)cc1OC	5	8	8	1	-2	-4	-3	3	-4

SMILES	SENP8 block-1	SENP8 block-2	NALP3 yeast inh	SENP1 inh	SENP6 block	PfG6PD inh	HKDC1 inh	SENP7 inh	Apaf-1 inh
Cc1ccccc1-n1ccnc1SCC(=O)NC1CCCC1	-3	5	17	2	5	-3	1	8	-9
Cc1ccnc(NC(=O)c2cccs2)c1	38	14	7	-3	54*	7	-1	57*	5
CN(C)S(=O)(=O)c1ccc(NC(=O)N2CCOCC2)cc1	-4	15	11	1	-4	-16	9	-8	0
N#Cc1nc(Cc2cccc3ccccc23)oc1NCCCN1CCOCC1	-4	-6	23	2	-13	0	-5	7	-6
CC1(C)CC(=O)C=C(Nc2ccc(Br)cn2)C1	10	2	3	3	-5	11	-10	1	-24
COc1ccc2nc(SCc3ccccc3C)nc(C)c2c1	-5	-424	12	1	0	7	-11	-1	12
Cc1cc(N2C(=O)C(O)=C(C(=O)c3ccco3)C2c2cccc(Cl)c2)no1 (stereo not given)	-17	-14	-3	-31	7	2	1	-17	5
O=C(Cc1ccc(Cl)cc1)NCc1ccccc1Cl	4	6	21	0	-1	18	-4	-2	0
CCN(CCCNC(=O)CCCn1c(=O)[nH]c2ccccc2c1=O)c1cccc(C)c1	-1	17	-8	-1	-4	17	-3	4	12

# Screening data deposited in PubChem BioAssay by Sanford-Burnham Center for Chemical Genomics.
